M1 antag – human M1 muscarinic receptor antagonists, primary screen, CHO-K1 cells, Fluo-8 calcium fluorescence, 1536-well. Muscarinic acetylcholine receptor M1 (Homo sapiens), P11229. CHO-K1 hM1, ACh EC80 antagonist. inhibition, % at 3 µM. hit rate 1.3% among 360,000;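 active = percent inhibition above its own plate's cutoff, namely the mean of that plate's compound wells plus 3 SD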;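 note: peak over basal fluorescence ratio during 140 s after agonist addition; 0% = ACh EC80 plus DMSO and 100% = DMSO alone without agonist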
Target sequence (P11229 whole entry, looked up): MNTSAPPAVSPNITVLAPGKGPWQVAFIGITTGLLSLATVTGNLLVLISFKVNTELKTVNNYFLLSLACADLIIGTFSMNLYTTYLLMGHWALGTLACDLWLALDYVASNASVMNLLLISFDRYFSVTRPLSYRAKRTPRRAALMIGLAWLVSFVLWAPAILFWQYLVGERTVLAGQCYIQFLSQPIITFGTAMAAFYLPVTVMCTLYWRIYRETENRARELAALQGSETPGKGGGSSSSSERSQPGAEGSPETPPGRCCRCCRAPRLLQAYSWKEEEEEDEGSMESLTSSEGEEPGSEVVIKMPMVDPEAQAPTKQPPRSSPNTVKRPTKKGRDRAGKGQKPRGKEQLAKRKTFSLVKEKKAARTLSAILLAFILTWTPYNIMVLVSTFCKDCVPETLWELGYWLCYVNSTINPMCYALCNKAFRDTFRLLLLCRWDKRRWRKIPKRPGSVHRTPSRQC
CHO-K1 Ca antag – M1 antagonist counterscreen hit in parental CHO-K1 cells; ATP-induced calcium, Fluo-8 fluorescence; inhibition, % at 3 µM; hit rate 0.6% among 360,000; AID 602250;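 active = inhibition above a per-plate cutoff, the plate's mean sample inhibition plus 3 SD, cut at about 24% in these data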;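 note: 0% = DMSO plus EC80 ATP and 100% = DMSO alone without ATP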
TAAR1 antagonist – human TAAR1 antagonists, primary screen, Fluo-8 calcium fluorescence, CHO RD-HGA16 cells | Trace amine-associated receptor 1 (Homo sapiens), Q96RJ0 | antagonist | inhibition, % at 3 µM | hit rate 1.5% among 360,000;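 active = inhibition above a per-plate cutoff, the mean inhibition of test compounds on that plate plus 3 SD, cut at about 49% in these data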;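 note: 0% = DMSO plus EC80 beta-PEA response and 100% = DMSO alone without agonist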
Target sequence (Q96RJ0 whole entry, looked up): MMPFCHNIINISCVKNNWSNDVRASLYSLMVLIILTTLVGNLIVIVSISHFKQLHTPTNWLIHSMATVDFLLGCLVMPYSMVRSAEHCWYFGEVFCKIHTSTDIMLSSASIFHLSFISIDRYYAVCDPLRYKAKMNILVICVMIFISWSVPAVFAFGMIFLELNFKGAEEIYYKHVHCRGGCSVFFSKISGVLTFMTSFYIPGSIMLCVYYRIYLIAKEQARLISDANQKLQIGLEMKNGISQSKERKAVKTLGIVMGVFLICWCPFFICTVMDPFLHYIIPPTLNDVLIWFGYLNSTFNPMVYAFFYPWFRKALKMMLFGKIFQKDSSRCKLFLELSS
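System: CHO RD-HGA16 cells bearing hTAAR1. Reagent: EC80 β-phenethylamine stimulus. Schedule: seeding 17-24 h prior, 75-min 37 °C, 30-min RT dye loading. Signal: Fluo-8 intracellular calcium dye fluorescence, real-time kinetic reads. Read-out: % inhibition from peak post-agonist over basal fluorescence ratio. Benchmarks: vehicle wells and EC80 agonist wells. Replicates: n of 1.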
CHO-K1 Ca ag – counter-screen for M1 agonists: effect in parental CHO-K1 cells | AID 602248, 2012 | hit rate 0.48% among 360,000 | Fluo-8 calcium fluorescence; scaled to maximal ATP response, vehicle zero | activation, % at 3 µM; in the data active = activation above about 15%;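 note: untransfected CHO-K1 host cells lacking M1 receptor as counterscreen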
M1 ag – human M1 muscarinic receptor agonists, primary screen, Fluo-8 calcium fluorescence, CHO-K1 cells, HTS | CHO-K1 hM1, agonist mode; 0% DMSO, 100% acetylcholine EC100 | activation, % at 3 µM | hit rate 0.33% among 360,000;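 active = activation above the run's mean compound activation plus 3 SD, cut at about 16% in these data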;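 note: peak over basal fluorescence ratio within a 140 s kinetic read after compound addition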
CHO parental Ca – ATP-evoked calcium signal inhibitors, parental CHO, primary screen, counter-screen for OX1R antagonist project, cell-based, fluorescence, Fluo-8 calcium dye; inhibition, % at 5.6 µM; parental CHO-K1, ATP-induced calcium, Fluo-8 fluorescence; hit rate 0.63% among 330,000;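 active = inhibition above that plate's mean sample inhibition plus 3 SD, cut at about 26% in these data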;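 note: 0% = ATP-challenged DMSO wells and 100% = DMSO wells without ATP; some compounds past the cut are filed as inactive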
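Test system: untransfected parental CHO cell line. Compound: one dose, 5.6 µM nominal. Detection: intracellular calcium via Fluo-8 no-wash fluorescent dye. Measure: % inhibition. Benchmarks: ATP-challenged DMSO wells low, unchallenged DMSO wells high.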
TAAR1 agonist – human TAAR1 agonists, primary screen, Fluo-8 calcium fluorescence, CHO RD-HGA16 cells; vehicle wells 0%, saturating PEA agonist 100%; hit rate 0.99% among 360,000; AID 624467, 2012; activation, % at 3 µM; Trace amine-associated receptor 1 (Homo sapiens), Q96RJ0;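 active = activation above the mean activation of all test compounds in the run plus 3 SD, cut at about 38% in these data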
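Benchmarks: low control DMSO, high control PEA (EC100); System: CHO RD-HGA16 cells carrying human TAAR1 plus Gα16; Detection: Fluo-8 fluorescence, 5 s baseline then 140 s kinetic read; Schedule: 17-24 h plating, Fluo-8 75 min 37 °C, 30 min RT; Read-out basis: % activation from peak over basal fluorescence ratio, DMSO-to-PEA scaled.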
CHO-K1 Ca PAM – nonselective calcium activators in parental CHO-K1 cells, primary screen, counter-screen for M1 PAM project, cell-based, Fluo-8 calcium fluorescence, full deck, 1536-well; hit rate 0.02% among 360,000; AID 602247, 2012; ATP EC20; 0% at ATP EC20, 100% at ATP max; activation, % at 3 µM;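 active = activation above the run cutoff, the mean activation of all test compounds plus 3 SD, cut at about 40% in these data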;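 note: peak over basal fluorescence ratio in a 140 s read after ATP addition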
M1 PAM – human M1 muscarinic receptor positive allosteric modulators, primary screen, CHO-K1 cells, Fluo-8 calcium fluorescence, 1536-well; Muscarinic acetylcholine receptor M1 (Homo sapiens), P11229; CHO-K1 hM1, ACh EC20; 0% = ACh EC20, 100% = maximal ACh; activation, % at 3 µM; hit rate 0.088% among 360,000; AID 588819, 2011; in the data active = activation above about 19%, passing the limit was not always enough
An asterisk follows results filed as active; · = not tested or not shown; & = joins results of further samples.

SMILES	M1 antag	CHO-K1 Ca antag	TAAR1 antagonist	CHO-K1 Ca ag	M1 ag	CHO parental Ca	TAAR1 agonist	CHO-K1 Ca PAM	M1 PAM
CCn1c(Cc2ccccc2)nnc1SCC(=O)Nc1ccc(S(N)(=O)=O)cc1	0	-12	4	0.5	-12	-13	7	18	0
CC(=O)Nc1ccc(S(=O)(=O)NC2=C(N3CCN(Cc4ccccc4)CC3)C(=O)c3ccccc3C2=O)cc1	-4&7	-12&-7	37&32	2.7&2.8	-1&-5	-17	10&10	10&12	-1&-5
O=C(NCCc1ccc(Cl)cc1)c1ccc(CS(=O)Cc2ccccc2Cl)o1 (stereo not drawn)	37*	-5	60*	8.8	-2	-24	9	-1	-18
CCc1ccccc1NC(=O)CCC(=O)Nc1nnc(C(C)C)s1	3	-5	-16	0.8	3	-14	1	-1	14
CN(C)c1ccc(N2C(=NC(=O)C3CCCO3)SC3CS(=O)(=O)CC32)cc1 (stereo not drawn)	-22	-11	-15	0.1	-4	-14	8	7	15
CC(C)CC(=O)Nc1ccccc1N1CCN(C(=O)c2ccccc2)CC1	19	3	-6	-0.1	-1	-19	9	14	-9
Cc1ccc2nc(-c3ccc(F)cc3)c(CC3CCCCC3)n2c1	·	5	-11	-0.4	·	·	-1	-8	·
CC(C)Cn1c(NCCN(C)C)nc2c1c(=O)[nH]c(=O)n2C	-1	-17	17	0.1	-7	-7	2	17	1
COCC(C)NC(=O)c1ccc(N(C)C)cc1 (stereo not drawn)	3	5	10	0.1	-3	-4	8	8	0
CC1(/[N+]([O-])=C/c2ccc(Cl)cc2Cl)CCCCC1=O (stereo not drawn)	-10	10	-23	0.0	-1	-8	-1	-4	19
Cc1cc(C)c2c(n1)sc1c(N3CCN(CCO)CC3)ncnc12	-11	-8	20	0.4	-2	-8	14	7	12
Clc1cccc(C2CCN(Cc3nc(CC4CC4)no3)C2)c1 (stereo not drawn)	2	-9	-14	13	-3	-13	26	16	1
O=C(NCCS(=O)(=O)NCc1ccco1)c1ccccc1	-17	-10	-33	1.4	-1	24	6	9	12
COc1ccc2c(c1OC)C(=O)N1C2SC[C@H]1C(=O)NC1CC1 (stereo partly drawn)	-8	3	-8	0.2	-4	-12	4	-6	3
CCCCn1c(N)c(N(CCC(C)C)C(=O)COC(=O)c2cccnc2Cl)c(=O)[nH]c1=O	0	-13	6	-0.4	3	-13	4	5	12
COC(=O)Cn1c(CN2CCN(C(=O)c3ccco3)CC2)nc2c1c(=O)n(C)c(=O)n2C	-19	-8	-2	0.6	0	-21	2	-4	12
COc1cccc(NC(=O)CSc2nnc3c(n2)[nH]c2ccc(C)cc23)c1	-7	-10	-6	0.8	-1	-15	1	13	0
O=C(CSc1nnc(-c2cccnc2)o1)Nc1ccccn1	-7	-6	6	0.9	-2	-13	3	21	4
COc1cc(/C=N/NC(=O)C2c3ccccc3Oc3ccccc32)ccc1O	8	4	-7	2.8	2	-14	16	20	-2
CCc1ccc(N(CC(=O)NCc2ccco2)C(=O)CCC(=O)Nc2nccs2)cc1	-8	-7	5	2.0	-2	-11	7	4	8
Cc1ccc(-c2nc(C3CCCN(S(=O)(=O)c4ccc(C(F)(F)F)cc4)C3)no2)cc1 (stereo not drawn)	-10	17	·	-0.3	-2	-14	·	-5	7
COc1ccc(OC)c(-c2nc3cc4ccccc4cc3nc2-c2ccccc2)c1	-2	6	-14	0.0	-4	-27	4	2	-3
CC(=O)Nc1ccc(NC(=O)CS(=O)(=O)Cc2ccccc2)cc1	-5	-4	2	0.3	-2	4	0	3	6
O=[N+]([O-])c1ccccc1/C=N/n1c(-c2ccccc2)n[nH]c1=S	-10	-6	-7	0.2	-10	-15	0	10	3
CCC(=O)Nc1cccc(NC(=S)NC(=O)c2ccc(C)cc2)c1	-4	-1	10	3.1	-3	-8	1	-5	3

The final two records of the section above lead into the next:
SMILES	M1 antag	CHO-K1 Ca antag	TAAR1 antagonist	CHO-K1 Ca ag	M1 ag	CHO parental Ca	TAAR1 agonist	CHO-K1 Ca PAM	M1 PAM
O=[N+]([O-])c1ccccc1/C=N/n1c(-c2ccccc2)n[nH]c1=S	-10	-6	-7	0.2	-10	-15	0	10	3
CCC(=O)Nc1cccc(NC(=S)NC(=O)c2ccc(C)cc2)c1	-4	-1	10	3.1	-3	-8	1	-5	3
COc1ccc(NC(=O)CC2C(=O)N(c3ccc(F)cc3)C(=S)N2NC(=O)c2ccccc2)cc1 (stereo not drawn)	-9	-5	-7	5.9	-6	-7	11	20	8
Cc1ccccc1CSCC(=O)NC(=O)NC(C)(C)C	-23	-27	-16	-0.3	1	-21	3	29	2
CCOC(=O)C(=Cc1ccc2c(c1)OCO2)c1ccccc1	-17	-6	-11	-0.9	0	·	0	-1	9
CCOC(=O)N1CCN(C(=O)Cc2ccc(-n3c(=O)[nH]c4ccccc4c3=O)cc2)CC1	-7	-14	16	0.3	0	-3	3	5	8
Cc1ccc(CNC(=O)c2ccc3c(c2)S(=O)(=O)c2ccccc2C3=O)o1	2	-5	17	1.4	-5	-10	13	11	2
Cc1ccc(NC(=O)CCC(=O)c2cccs2)c(O)c1	-7	-15	-23	0.5	-3	-8	1	-5	3
Cc1cc(C)n(-c2cc(C(C)(C)C)nc3c(-c4ccc(Cl)cc4)cnn23)n1	-7	-31	-32	1.2	2	-42	37	13	8
CN(CC(=O)N1CCCC1)S(=O)(=O)c1ccc2ccccc2c1	-1	-4	-11	0.3	-8	-18	0	-14	3
O=C(Nc1nnc(CCOCCOCCc2nnc(NC(=O)c3ccco3)s2)s1)c1ccco1	-1	-21	17	0.8	-4	-8	8	-8	1
CCOc1cc(-c2nc3cc(C)ccn3c2NCC2CCCO2)ccc1O (stereo not drawn)	4	5	25	0.2	-3	-5	12	1	0
COC(=O)c1sccc1NC(=O)c1ccc(Cl)s1	9	0	·	1.2	-3	-13	·	12	1
Cc1ccccc1OCc1n[nH]c(=S)n1Cc1ccccc1	22	2	-15	2.0	-12	4	0	-9	-25
CCC(=O)NC1=C(NC(C)c2ccccc2)C(=O)c2ccccc2C1=O (stereo not drawn)	-3	-9	0	0.0	-6	-12	4	10	5
Fc1cccc(CSc2nc3ccncc3[nH]2)c1	-6	-16	-4	0.6	-3	-6	1	26	8
O=C(Cc1cn2ccsc2n1)Nc1nc2c(s1)CCCC2	-8	-6	-14	-0.3	-4	-9	4	18	4
CCc1nn(-c2ccccc2)c2c1-c1cc(OC)c(OC)cc1C1(N2)C(=O)Nc2ccccc21 (stereo not drawn)	1	-7	-8	-0.4	0	-24	-1	10	5
COc1c(C(=O)NNC(=O)c2ccccc2Cl)csc1Br	9	0	-7	0.7	-4	-9	14	-13	2
Cc1cc2c(cc1S(=O)(=O)NCC(C)c1ccccc1)n(C)c(=O)c(=O)n2C (stereo not drawn)	11	15	-15	-0.1	-5	-4	2	-7	-8
O=S(=O)(NCC1OCCc2ccccc21)c1ccc(S(=O)(=O)N2CCOCC2)cc1 (stereo not drawn)	-7	-13	16	3.8	3	5	7	2	12
CC1CCCCC12NC(=O)N(CC(=O)OCC(=O)c1ccc(OC(F)F)cc1OC(F)F)C2=O (stereo not drawn)	-9	4	1	0.5	-4	-12	-1	1	9
Cc1ccc(-c2noc(CCC(=O)Nc3cc(C)ccn3)n2)cc1	-35	-5	3	0.7	-2	-13	11	21	12
O=C(COc1ccc(Br)cc1F)Nc1nnc(C2CC2)s1	-2	-9	-11	0.2	-1	-8	4	-15	2
CC(C)=CCC[C@H](C)CC1Cc2[nH]c(=S)[nH]c(=O)c2C(c2ccc(Cl)cc2)O1 (stereo partly drawn)	·	-8	-13	-0.4	·	·	1	21	·
O=C(NC1(C(F)(F)F)N=C2SCCN2C1=O)C1CCCCC1 (stereo not drawn)	-16	-5	6	0.4	-2	-1	3	24	7
CCN1CCC(NC(=O)Nc2ccc(F)cc2F)CC1	-8	-5	-12	0.6	-7	5	6	14	4
CCN(CC)CCNC(=O)CS(=O)Cc1nc(-c2ccccc2Cl)oc1C (stereo not drawn)	3	5	4	-0.7	-6	-13	1	-4	-4
Cc1cc2oc(=O)cc(-c3cc4ccccc4o3)c2cc1O	15	10	38	3.7	-2	5	3	-20	-7

By substructure, the entries above with a Cl atom
SMILES	M1 antag	CHO-K1 Ca antag	TAAR1 antagonist	CHO-K1 Ca ag	M1 ag	CHO parental Ca	TAAR1 agonist	CHO-K1 Ca PAM	M1 PAM
O=C(NCCc1ccc(Cl)cc1)c1ccc(CS(=O)Cc2ccccc2Cl)o1 (stereo not drawn)	37*	-5	60*	8.8	-2	-24	9	-1	-18
CC1(/[N+]([O-])=C/c2ccc(Cl)cc2Cl)CCCCC1=O (stereo not drawn)	-10	10	-23	0.0	-1	-8	-1	-4	19
Clc1cccc(C2CCN(Cc3nc(CC4CC4)no3)C2)c1 (stereo not drawn)	2	-9	-14	13	-3	-13	26	16	1
CCCCn1c(N)c(N(CCC(C)C)C(=O)COC(=O)c2cccnc2Cl)c(=O)[nH]c1=O	0	-13	6	-0.4	3	-13	4	5	12
Cc1cc(C)n(-c2cc(C(C)(C)C)nc3c(-c4ccc(Cl)cc4)cnn23)n1	-7	-31	-32	1.2	2	-42	37	13	8
COC(=O)c1sccc1NC(=O)c1ccc(Cl)s1	9	0	·	1.2	-3	-13	·	12	1
COc1c(C(=O)NNC(=O)c2ccccc2Cl)csc1Br	9	0	-7	0.7	-4	-9	14	-13	2
CC(C)=CCC[C@H](C)CC1Cc2[nH]c(=S)[nH]c(=O)c2C(c2ccc(Cl)cc2)O1 (stereo partly drawn)	·	-8	-13	-0.4	·	·	1	21	·
CCN(CC)CCNC(=O)CS(=O)Cc1nc(-c2ccccc2Cl)oc1C (stereo not drawn)	3	5	4	-0.7	-6	-13	1	-4	-4
